# Screens (PubChem BioAssay)
# TRHR PAM = TRH receptor (human) allosteric enhancement; 360,000 tested, 0.66% active; enhancement, % at 2 µM; TRHR cells, fluo-8 calcium fluorescence, EC20 TRH enhancement; P34981; in the data active means enhancement above about 30%; further: 0% is about no effect
# Target sequence (P34981 whole entry, looked up): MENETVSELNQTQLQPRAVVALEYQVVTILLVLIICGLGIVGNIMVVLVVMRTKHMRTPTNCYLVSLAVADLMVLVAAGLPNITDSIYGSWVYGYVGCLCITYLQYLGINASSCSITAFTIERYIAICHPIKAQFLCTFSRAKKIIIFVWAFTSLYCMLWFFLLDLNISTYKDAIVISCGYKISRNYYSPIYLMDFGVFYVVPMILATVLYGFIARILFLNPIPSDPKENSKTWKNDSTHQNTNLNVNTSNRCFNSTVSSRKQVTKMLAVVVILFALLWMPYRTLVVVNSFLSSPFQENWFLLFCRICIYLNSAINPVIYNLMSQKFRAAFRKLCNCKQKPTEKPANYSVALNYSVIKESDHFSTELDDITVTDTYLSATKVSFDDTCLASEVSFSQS
#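 Enhancer read-out: after compound pinning and an initial kinetic agonist-mode read, an EC20 of TRH (10 nM final) was injected and fluo-8 calcium signal (Ex 480/Em 530) followed at 1 s/cycle for 100 cycles in TRHR-expressing cells.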
# TRHR ag = TRH receptor (human) agonism. P34981. activation, % at 2 µM. 360,000 tested, 0.18% active. TRHR cells, calcium flux fluo-8, FDSS agonist mode; in the data active means activation above about 30%; further: 0% is about no effect
#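 Read-out: compound-evoked intracellular calcium rise in TRHR cells, fluo-8 dye, kinetic FDSS fluorescence at 1 s/cycle following a 10-cycle baseline. Cells cultured overnight before dye loading (30 min–1.5 h, RT).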
# TrxR1 inh = rat TrxR1 inhibition | O89049 | recombinant rTrxR1, NADPH fluorescence consumption, selenite substrate | Potency, µM (series often up to 114 µM), inactives show top-dose activity change, negative = inhibition, usual class: inhibitors | 390,000 tested, 1% active; further: potency means the concentration at half of the fitted maximal effect; on the % scale 0 is the no-effect control and ±100 the full control effect; nearly all actives have a fitted effect of over 65% in size
#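 Rat TrxR1 (90 nM in the dispensed reagent) was pre-reduced with 400 uM NADPH for 5 min at room temperature, then incubated with compound for 15 min. After 400 uM selenite was added, NADPH fluorescence (Ex 340/Em 450 nm) was followed for 8 min.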
# USP1-UAF1 inh = inhibitors of human USP1/UAF1 deubiquitinase; O94782; recombinant USP1/UAF1, Ub-Rhodamine cleavage fluorescence; Potency, µM (doses to about 57.1 µM), for the others: top-dose activity change, negative = inhibition, actives largely listed as inhibitors; 390,000 tested, 0.23% active; further: potency means the concentration at half of the fitted maximal effect; on the % scale 0 is the no-effect control and ±100 the full control effect; nearly all actives have a fitted effect of over 60% in size; inactives centre near -12
#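 USP1/UAF1 complex at 1 nM was preincubated with compound for 15 min at room temperature, then Ub-Rho substrate (150nM final) was added. Fluorescence (480/540 nm) was read kinetically, 6 reads every 60 seconds.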
# IDH1 R132H inh = inhibitors of human mutant IDH1 R132H | O75874 | 390,000 tested, 0.093% active | IDH1-R132H enzyme, NADPH consumption, diaphorase/resazurin fluorescence | Potency, µM (titrated, usually from 76.6 µM), inactives show at the top dose activity change, negative = inhibition, usual class: inhibitors | AID 602179; further: potency means the concentration at half of the fitted maximal effect; on the % scale 0 is the no-effect control and ±100 the full control effect; nearly all actives have a fitted effect of over 65% in size
#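 IDH1-R132H (0.5 ug/mL dispensed) in pH 7.5 Tris buffer was preincubated 30 min with compound, then given a substrate mix of 0.016 mM NADPH and 2 mM alpha-KG for 80 min at room temperature; remaining NADPH was read by diaphorase/resazurin fluorescence.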
# PI4K2A block = blocks human PI4K2A kinase activity. Q9BTU6. purified PI4K2A, ADP-Glo luminescence, 1 h; stronger effect = lower value. activity change, negative = inhibition, % at 76.9 µM. 420,000 tested, 0.13% active; in the data active means activity change below about -50%; inconclusive means mostly about -30% to -49%;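 further: -100% = wells without enzyme as full effect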
# Target sequence (Q9BTU6 whole entry, looked up): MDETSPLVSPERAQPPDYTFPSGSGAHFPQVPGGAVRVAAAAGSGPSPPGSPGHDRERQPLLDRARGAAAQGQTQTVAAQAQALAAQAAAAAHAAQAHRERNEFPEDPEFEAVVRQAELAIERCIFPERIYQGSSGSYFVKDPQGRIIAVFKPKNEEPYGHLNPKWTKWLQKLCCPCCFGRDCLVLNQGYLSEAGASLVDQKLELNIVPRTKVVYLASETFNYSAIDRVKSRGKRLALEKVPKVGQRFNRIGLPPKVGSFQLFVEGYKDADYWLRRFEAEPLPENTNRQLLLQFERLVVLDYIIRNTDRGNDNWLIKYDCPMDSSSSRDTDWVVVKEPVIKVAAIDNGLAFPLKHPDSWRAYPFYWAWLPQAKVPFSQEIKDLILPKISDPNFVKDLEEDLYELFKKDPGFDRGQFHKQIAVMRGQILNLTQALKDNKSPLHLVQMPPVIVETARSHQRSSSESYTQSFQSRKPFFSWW
#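 In this quantitative HTS, ADP production by PI4K2A was quantified luminescently after 1 h at ambient temperature; 100 microM adenosine served as plate-quality control.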
# TrxR1 substrate = substrates of rat thioredoxin reductase 1; O89049; purified TrxR1 substrate turnover, NADPH consumption readout; Potency, µM (titrated, usually from 114 µM), for the others: at the highest dose activity change, negative = substrate turnover; 390,000 tested, 0.01% active; further: potency means the concentration at half of the fitted maximal effect; on the % scale 0 is the no-effect control and ±100 the full control effect; nearly all actives have a fitted effect of over 50% in size
#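 Rat TrxR1, dispensed at 90 nM, was prereduced with 400 uM NADPH (final) for 5 min at ~22 deg C, then incubated with compound 15 min before 400 uM selenite. A first-read NADPH fluorescence drop versus no-compound background flagged substrates.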
# D2 ag = activates the human D2 dopamine receptor. P14416. HEK293 T-REx D2 cells, calcium flux agonist mode. activation, % at 2 µM. 340,000 tested, 0.53% active. AID 485358;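 active means activation over 3 SD above normal in the single-dose calcium agonist read, cut at about 30% in these data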; further: 0% is about no effect
#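 Tetracycline-induced HEK293 Trex cells with D2 receptor force-coupled to calcium signaling, plated overnight at 30 C and loaded with no-wash calcium dye. Calcium flux read kinetically for 180 s after compound addition; responses flag agonists.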
# D2 antagonist = antagonizes the human D2 dopamine receptor | P14416 | HEK293 TREx D2 cells, calcium flux, dopamine EC80 | inhibition, % at 10 µM | 340,000 tested, 2% active | AID 485344; in the data active means inhibition above about 30%; further: 0% is about no effect
#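 Compounds are added to dye-loaded, induced HEK293 T-REx cells coupled to calcium release via D2; after a 3 min kinetic read an EC80 dopamine stimulus is given and fluorescence is recorded for 3 more min.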
# The depositor's hits bear a star; ? = inconclusive; / = no result given; [ ] = dose if it differs, or a comment. Unless noted, the call rests on the fitted dose curve; in most records, active means well fitted inhibition curve with a large enough effect; inconclusive means small, poorly fitted or top-dose-only effect; inactive means no such curve, though single readings can be large or run the other way.
SMILES,TRHR PAM,TRHR ag,TrxR1 inh,USP1-UAF1 inh,IDH1 R132H inh,PI4K2A block,TrxR1 substrate,D2 ag,D2 antagonist
Cc1ccsc1C(=O)Nc1ccc(O)c(-c2nc3ccccc3s2)c1,2,-0.7,16%[57.1 µM],-6%,12%,-6,3%[57.1 µM],0.9,-2
CC(C)(C)NC(=O)NC(=O)CN1CCN(c2ncc(C(F)(F)F)cc2Cl)CC1,-4,-0.9,12%,-13%,1%,2,2%,0.6,-9
O=C(N/N=C/c1cccc(O)c1)N/N=C/c1cccc(O)c1,11,-0.4,12%[57.1 µM],-13%,0%,6,-9%[57.1 µM],1.8,24
CCCn1c(=O)c2sccc2n2c(CCCC(=O)Nc3ccccc3F)nnc12,-2,-0.3,-4%,-15%,-7%,-3,1%,-2.5,/
O=C(CCCN1C(=O)[C@H]2CC=CC[C@H]2C1=O)NCc1nc(-c2ccc(Cl)cc2)no1,-1,-0.4,4%,-25%,-9%,-6,-2%,-0.3,3
C(#CCN1CCOCC1)COC(c1ccccc1)c1ccccc1,-2,-0.5,-12%[57.1 µM],0%,0%,-1,5%[57.1 µM],-0.7,7
CCOc1ccc(CCNC(=O)CCc2nc(-c3ccc(C)cc3)no2)cc1OCC,2,0.0,0%[57.1 µM],0%,1%,-1,6%[57.1 µM],/,/
CCc1nnc(NC(=O)CSc2nnc(-c3ccccc3OC)n2-c2ccc(C)cc2)s1,3,-0.3,2%,-4%,-2%,2,-1%,-1.5,5
COC(=O)CSc1ncnc2c1sc1nc(-c3ccco3)c3c(c12)CC(C)(C)OC3,6,-1.7,/,/,/,/,/,0.9,-22
Cc1ccc(NC(=O)C2CC(=O)N/C(=N/NC(=O)c3ccc(C)cc3)S2)cc1 (stereo unspecified),7,0.2,9%[57.1 µM],-20%,-1%,0,-9%[57.1 µM],-0.9,-7
O=C(CSc1ccc(-c2cccs2)nn1)Nc1ccccc1F,35*,-2.5,46%[activator][57.1 µM],-16%,6%,0,4%[57.1 µM],-1.1,-8
Cc1ccc(-c2ccc(SCC(=O)Nc3ccc4c(c3)OCCO4)nn2)cc1,-3,0.2,-2%,-16%,4%,0,-15%,-1.3,27
CC[n+]1ccc(/C=C/c2c[nH]c3ccccc23)cc1,2,17,24%,28µM*,4%,3,1%,1.9,1
COc1ccccc1C(=O)Nc1ccc(S(=O)(=O)N2CCCCC2)cc1,-7,1.9,2%[57.1 µM],-16%,1%,4,1%[57.1 µM],0.5,2
COc1cccc(-c2nc(-c3ccccc3)no2)c1,3,0.0,-5%,-22%,0%,-11,-8%,-1.5,2
O=C(NCCc1ccccc1)C1CCN(C2CCN(C(=O)CC3=CCCCC3)CC2)CC1,-7,0.2,17%,-14%,0%,2,4%,0.6,5
COCCNC(=S)N(CCN(C)C)Cc1cc2cc3c(cc2[nH]c1=O)OCO3,0,0.5,32%,-5%,-5%,-2,56%[activator],-0.1,-7
O=c1c2cc3c(nc2ncn1Cc1ccccc1F)CCCC3,-9,0.1,17%[57.1 µM],?,18%,-1,-1%[57.1 µM],-1.1,/
CS(=O)(=O)NCCSc1cc(C(F)(F)F)nc2ccccc12,-7,-0.9,22%[57.1 µM],-4%,-1%,0,3%[57.1 µM],0.2,-13
CCOc1ccccc1C(=O)Nc1cc(-c2ccc(C)cc2)no1,-7,1.5,33%,5%,2%,-1,10%,1.2,/
O=C(Nc1ccc(Cl)cc1)c1cc(Br)ccc1OCC(=O)N1CCOCC1,1,1.8,3%,-3%,3%,4,-4%,0.3,6
CC(C)n1c(NCc2nc3ccccc3n2C)nc2ccccc21,-7,-0.8,6%,-7%,3%,-13,0%,0.5,-3
Cc1c(NC(=O)CN2CCN(c3ccc(O)cc3)CC2)c(=O)n(-c2ccccc2)n1C,0,-0.8,10%,-11%,8%,-2,6%,6.1,-11
O=C(CCc1c[nH]c2ccccc12)NCCc1ccc(O)cc1,5,0.0,20%,-29%,-1%,1,4%,0.5,3
Cc1cccc(N2CCN(C(=O)NCc3noc4ccccc34)CC2)c1C,3,-0.1,27%,-14%,0%,-2,7%,-0.2,/

# Looked up by structure from the list above:
SMILES,TRHR PAM,TRHR ag,TrxR1 inh,USP1-UAF1 inh,IDH1 R132H inh,PI4K2A block,TrxR1 substrate,D2 ag,D2 antagonist
Cc1ccc(NC(=O)C2CC(=O)N/C(=N/NC(=O)c3ccc(C)cc3)S2)cc1 (stereo unspecified),7,0.2,9%[57.1 µM],-20%,-1%,0,-9%[57.1 µM],-0.9,-7
CCc1nnc(NC(=O)CSc2nnc(-c3ccccc3OC)n2-c2ccc(C)cc2)s1,3,-0.3,2%,-4%,-2%,2,-1%,-1.5,5
O=C(CSc1ccc(-c2cccs2)nn1)Nc1ccccc1F,35*,-2.5,46%[activator][57.1 µM],-16%,6%,0,4%[57.1 µM],-1.1,-8
CCOc1ccc(CCNC(=O)CCc2nc(-c3ccc(C)cc3)no2)cc1OCC,2,0.0,0%[57.1 µM],0%,1%,-1,6%[57.1 µM],/,/

# Three entries from above, as tab-separated lines:
SMILES	TRHR PAM	TRHR ag	TrxR1 inh	USP1-UAF1 inh	IDH1 R132H inh	PI4K2A block	TrxR1 substrate	D2 ag	D2 antagonist
Cc1ccc(NC(=O)C2CC(=O)N/C(=N/NC(=O)c3ccc(C)cc3)S2)cc1 (stereo unspecified)	7	0.2	9%[57.1 µM]	-20%	-1%	0	-9%[57.1 µM]	-0.9	-7
O=C(CCCN1C(=O)[C@H]2CC=CC[C@H]2C1=O)NCc1nc(-c2ccc(Cl)cc2)no1	-1	-0.4	4%	-25%	-9%	-6	-2%	-0.3	3
CC(C)(C)NC(=O)NC(=O)CN1CCN(c2ncc(C(F)(F)F)cc2Cl)CC1	-4	-0.9	12%	-13%	1%	2	2%	0.6	-9

# Next section
SMILES,TRHR PAM,TRHR ag,TrxR1 inh,USP1-UAF1 inh,IDH1 R132H inh,PI4K2A block,TrxR1 substrate,D2 ag,D2 antagonist
CSc1ccc(NC(=O)CC(C)=O)cc1,-8,0.0,?,3%,9%,3,0%[57.1 µM],-1.5,-1
CCCCOCCCN1CC(=O)N2[C@@H](Cc3c([nH]c4ccccc34)C2(C)C)C1=O,-2,0.1,0%[57.1 µM],-24%,3%,11,6%[57.1 µM],0.5,1
COc1cc([N+](=O)[O-])cc2sc(NC(C)=O)nc12,3,1.3,12%,2%,7%,-2,-5%,1.3,-11
CN1CCC(N(C)C(=O)c2cc(-c3ccccc3Cl)nc3ccccc23)CC1,4,1.2,-8%,4%,-7%,-4,-11%,-0.1,13
COC(=O)c1ccc2c(=O)n(Cc3ccco3)c(SCC(=O)Nc3cc(C)on3)nc2c1,4,-0.1,3%,-5%,-5%,-1,-4%,-0.2,-10
CC(C)(Oc1ccc(Cl)cc1)C(=O)OCC(=O)N1CCN(c2ccccc2)CC1,6,0.1,9%,-17%,4%,0,-9%,0.0,-9
Cc1ccccc1CN1[C@@H]2c3ccccc3C[C@@H]2OCCS1(=O)=O,-7,-0.8,10%[57.1 µM],-35%,8%,-4,-9%[57.1 µM],0.4,4
Cc1cc(NC(=O)NC(C)(C(F)(F)F)C(F)(F)F)no1,3,0.7,6%[57.1 µM],-13%,4%,-3,4%[57.1 µM],0.3,0
Cc1cc(-c2nnc(CCC(=O)NC(c3ccccc3)c3ccccc3)o2)no1,0,-1.3,25%,?,-1%,8,4%,0.0,5
CC(=O)NC1CC2CCCC(C1)N2C(=O)Nc1cccc(C(C)=O)c1 (stereo unspecified),/,/,12%,6%,-6%,3,-4%,/,/
O=C(Nc1ccc([N+](=O)[O-])cc1)Nc1ccc(N2CCOCC2)c2nonc12,-4,0.6,13%[57.1 µM],1%,-3%,-8,-2%[57.1 µM],0.9,7
